RAD54 branch: RAD54 (human) branch migration inhibition; Q92698; RAD54 Holliday junction branch migration, FAM/BHQ fluorescence; inhibition, % at 10.4 µM; hit rate 0.14% among 360,000;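 active = mean normalized replicate activity at least 40 and at least half of replicates scoring 40 or more; inconclusive = only one of the two criteria met; inactive = mean below 40 and under half of replicates reaching 40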;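 also: 0% = median of neutral control wells and 100% = median of positive control wells; inhibitors cause a drop in the FAM fluorescence signal; in these data hits start at about 50%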
Target sequence (Q92698 whole entry, looked up): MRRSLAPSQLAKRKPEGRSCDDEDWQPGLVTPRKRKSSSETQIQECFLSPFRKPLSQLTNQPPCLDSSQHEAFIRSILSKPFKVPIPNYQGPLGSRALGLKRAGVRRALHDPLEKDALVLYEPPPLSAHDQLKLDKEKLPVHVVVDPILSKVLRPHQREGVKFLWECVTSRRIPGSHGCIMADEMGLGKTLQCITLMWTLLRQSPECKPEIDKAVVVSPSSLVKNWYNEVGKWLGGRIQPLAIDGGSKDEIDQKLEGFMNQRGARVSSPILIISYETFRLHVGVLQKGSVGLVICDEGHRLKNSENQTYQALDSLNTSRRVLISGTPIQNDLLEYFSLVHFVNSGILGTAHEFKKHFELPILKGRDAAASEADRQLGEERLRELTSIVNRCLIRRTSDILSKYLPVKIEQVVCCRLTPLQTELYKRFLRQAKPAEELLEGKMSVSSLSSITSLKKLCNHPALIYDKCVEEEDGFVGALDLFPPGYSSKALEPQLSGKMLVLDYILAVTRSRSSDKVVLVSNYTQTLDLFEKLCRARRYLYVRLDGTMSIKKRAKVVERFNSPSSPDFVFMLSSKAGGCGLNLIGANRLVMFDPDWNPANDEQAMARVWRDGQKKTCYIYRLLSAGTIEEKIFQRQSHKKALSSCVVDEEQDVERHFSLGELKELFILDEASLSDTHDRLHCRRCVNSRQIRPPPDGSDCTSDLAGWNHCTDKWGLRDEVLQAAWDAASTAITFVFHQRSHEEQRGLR
esBAF inh: inhibitors of esBAF chromatin remodeling in mouse ES cells; reporter increase, % at 12.5 µM; hit rate 2% among 350,000; AID 602393; Bmi1-luciferase knock-in reporter, 24 h; 100% = twice the neutral-well signal; in the data active = activation above about 40%; inconclusive = no clear call, values can overlap the other calls;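 also: 0% = median of the plate's neutral control wells and 100% = double that signal; a rise in the Bmi1 reporter signal indicates esBAF inhibition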
* marks the source's active call; other numbers are inactive results; ? = inconclusive. The list is partial; rates above refer to the full screens.

Screens in order: esBAF inh | RAD54 branch
> COCCn1c(SCC(=O)N2CCCC2)nnc1C(C)C
  3 | -7
> Cn1c(=O)n(C)c(=O)n(CC(=O)N2CCCCC2)c1=O
  -5 | 14
> Cc1ccc2cc(C#N)c(N3CCCN(C(=O)C4CCCO4)CC3)nc2c1 (centres undefined)
  -3 | 1
> N#CC(C#N)=C1CCc2ccccc2N1
  6 | 1
> O=S(=O)(c1ccc(N2CCOCC2)cc1)N1CCOCC1
  -6 | 2
> O=C1CC(c2ccccc2)CC(O)=C1C=NCCCO (centres undefined)
  -7 | -2
> COc1cc(C2Nc3ccc4ncccc4c3C3=C2C(=O)CCC3)ccc1O (centres undefined)
  6 | 0
> O=C(NCCNC(=O)c1cccs1)c1ccco1
  -6 | -2
> CCC(C)N1C(=O)C2C(C(=O)Nc3cccc(OC)c3)C3C=CC2(O3)C1C(=O)NC1CCCCC1C (centres undefined)
  -2 | 3
> CC(=O)N1CCCc2cc(S(=O)(=O)NC(C(=O)NC(C)c3ccccc3)C(C)C)ccc21 (centres undefined)
  5 | 2
> O=C(Oc1ccc(-c2nc(-c3ccccn3)no2)cc1)c1ccccc1
  -45 | -11
> Cc1ccc2oc3c(c(=O)c2c1)C(c1cccc(Br)c1)N(Cc1ccco1)C3=O (centres undefined)
  -3 | 1
> CNC(=O)c1sccc1SCc1ccc(Cl)cc1Cl
  2 | 4
> Cc1occc1C(=O)NCc1ccc(C(=O)O)o1
  -5 | -13
> O=C(CCc1ccccc1)NNC(=O)COc1ccccc1
  -11 | 2

Whole records from above:
COCCn1c(SCC(=O)N2CCCC2)nnc1C(C)C as listed: esBAF inh: 3; RAD54 branch: -7
N#CC(C#N)=C1CCc2ccccc2N1 as listed: esBAF inh: 6; RAD54 branch: 1

Other results
Screens in order: esBAF inh | RAD54 branch
> Fc1ccc(CNc2cnccn2)cc1
  2 | -7
> Cc1ccc(S(=O)(=O)/C(C#N)=C/c2c(N3CC(C)OC(C)C3)nc3c(C)cccn3c2=O)cc1 (centres undefined)
  -10 | 1
> O=C(NCCCN1CCN(c2ccccc2)CC1)Nc1ccccc1C(F)(F)F
  -10 | 2
> O=C(NCCNC(=O)c1ccc(Br)o1)c1ccc(Br)o1
  -9 | -2
> Cc1ccc(/C=C/C2=NN(Cc3ccc(Cl)c(Cl)c3)C(=O)CC2)cc1
  2 | -18
> CCc1c(C(=O)NNC(=S)NCCc2ccccc2)csc1C
  7 | -3
> COc1ccccc1NC(=O)C1=C(C)Nc2nc(-c3ccc(N(C)C)cc3)nn2C1c1ccncc1 (centres undefined)
  11 | 3
> O=C1C2CC=C(Cl)CC2C(=O)N1CCC[n+]1ccccc1 (centres undefined)
  -10 | -2
> O=C(NCc1ccc2c(c1)OCO2)C1CC(=O)N(C2CCCC2)C1 (centres undefined)
  -7 | -6
> CCCNC(=O)N[C@@H](Cc1ccccc1)C(=O)OC
  -9 | 1
> CC(C)c1ccc(C2NC(=O)NC3=C2CCc2ccccc23)cc1 (centres undefined)
  0 | 1
> COCCn1c(CNc2ccc(F)cc2)nnc1SCC(=O)Nc1ccc(OC)cc1OC
  11 | 1
> Cc1ccc(C2C(C#N)=C(N)Oc3c2c(=O)n(C)c(=O)n3C)cc1 (centres undefined)
  -8 | -5
> O=C1Nc2ccccc2/C1=N\N=C\C1=C(N2CCOCC2)C(=C\c2ccccc2)/CC1
  -20 | 2
> O=C(/C=C/NNC(=O)c1cccc(Br)c1)c1ccccc1
  8 | 1

Screens in order: esBAF inh | RAD54 branch
> O=C(COC(=O)c1ccccc1C(=O)N1CCN(c2ccccc2)CC1)Nc1ccc(F)cc1
  3 | -4
> O=C(Nc1ccc2c3c(cccc13)CC2)c1ccc(Br)o1
  79* | 8
> Clc1ccc(-c2noc(CN3CCN(c4ccccc4)CC3)n2)cc1
  -5 | -5
> CCOC(=O)C1=C(N)OC2=C(C(=O)CC(C)(C)C2)C1C1CCCCC1 (centres undefined)
  -5 | -9
> Cc1ccc(Cl)cc1N1CCN(C(=O)C2(S(=O)(=O)c3ccc(Cl)cc3)CC2)CC1
  0 | 7
> CC(=O)Nc1ccc(S(=O)(=O)N(C)c2ccccc2)cc1
  0 | 6
> C[C@@H](C(=O)Nc1nc(-c2ccccn2)cs1)N1C(=O)C2CCCCC2C1=O (some centres undefined)
  -13 | -2
> O=C(OCc1nc2ccccc2s1)c1ccc(Br)s1
  10 | 1
> N#CCn1cnc2c(oc3ccccc32)c1=O
  10 | -6
> Cc1nnc(NC(=O)CSc2nccn2C)s1
  -2 | 8
> Cc1nnc2c3ccccc3c(-c3ccccc3)nn12
  6 | -3
> Clc1ccc(C2=CSC3=NCCN23)cc1Cl
  -7 | 10
> COc1ccc(C(=O)Nc2ccccc2C(=O)NC(Cc2ccc(O)cc2)C(=O)NNC(=O)c2ccccc2Cl)cc1 (centres undefined)
  -2 | 0
> Cc1cc(C)n(-c2c(F)c(F)c(CN3CCOCC3)c(F)c2F)n1
  -7 | -12
> COC(=O)c1ccc(C2/C(=C(\O)c3ccc4c(c3)OCCO4)C(=O)C(=O)N2CCCN(C)C)cc1 (centres undefined)
  -3 | -6

Screens in order: esBAF inh | RAD54 branch
> Cc1cc(OCC(=O)N2CCc3ccccc3C2)c2c(-c3ccccc3)cc(=O)oc2c1
  -3 | 9
> COc1cccc(S(=O)(=O)Nc2cccnc2)c1
  -4 | 7
> COC(=O)c1ccccc1NC(=O)c1cncc(Br)c1
  -9 | 10
> O=C(O)CCC(=O)N1CCc2cc(S(=O)(=O)NC3CCCc4ccccc43)ccc21 (centres undefined)
  1 | 5
> CCCCn1c(=O)nc2n(-c3ccccc3)c3ccccc3cc-2c1=O
  -8 | -3
> COC(=O)c1c(NC(=O)CN2CCN(c3ccccc3OC)CC2)c2cc(C)ccc2n1C
  0 | 4
> O=S(=O)(CC(O)COc1ccccc1Cl)c1ccccc1 (centres undefined)
  6 | 8
> O=C(Nc1nncs1)c1cccc(S(=O)(=O)N2CCOCC2)c1
  -2 | -9
> Cc1ccc(NC(=O)N2Cc3ccccc3CC2C(=O)NC(C)(C)C)cc1 (centres undefined)
  2 | -3
> Cc1ccc(-c2noc(CSc3nnc(-c4ccccc4)n3C)n2)cc1
  13 | 9
> CCCCCCn1c(N(CC)CC)nc2c1c(=O)[nH]c(=O)n2C
  -8 | 9
> CN(CCC#N)S(=O)(=O)c1ccc2c(c1)c(=O)n(C)c(=O)n2C
  -5 | 8
> O=C(NCc1ccco1)C(c1cccnc1)N(C(=O)Cn1nnc2ccccc21)c1ccc(F)cc1 (centres undefined)
  -2 | -4
> N#Cc1ccc(CSc2ncnc3c2cnn3Cc2ccccc2)cc1
  -5 | -1
> CC1CC(=O)c2cn3c(nc2C1)nc1ccccc13 (centres undefined)
  -14 | 13

Screens in order: esBAF inh | RAD54 branch
> Cc1nc(NC(N)=S)sc1C(=O)Nc1ccccc1
  36 | 6
> CC1CCN(c2ccccc2NC(=O)c2ccc(F)cc2)CC1
  -6 | 1
> CCOC(=O)c1ccc(NC(=O)NCc2ccn(CC)n2)cc1
  24 | -37
> COc1ccc(-c2nnc3sc(-c4ccccc4OC)nn23)cc1
  -1 | -6
> C1CCC2(CC1)C1=C(CCCC1)Nc1nnnn12
  1 | -1
> CC(=NCCCN(C)C)C1=C(O)c2ccccc2C1=O
  20 | 21
> O=C(NCc1ccc(F)cc1)C1CCCN(S(=O)(=O)c2cccc3nsnc23)C1 (centres undefined)
  7 | -2
> COC(=O)COC(=O)c1ccc(Oc2nc(OC)nc(N(C)C)n2)cc1
  -1 | -10
> COc1ccc(CN2C(=O)C(O)(CC(=O)c3c(C)n[nH]c3C)c3ccccc32)cc1OC (centres undefined)
  -4 | -5
> C#CCOCCOCCOCCNc1nc(N2CCN(C(=O)[C@H](CCCCN)n3cc(C(N)[C@H](C)CC)nn3)CC2)nc(N2CCN(C(=O)[C@H](CCC(=O)O)n3cc(C(N)[C@H](C)CC)nn3)CC2)n1 (some centres undefined)
  1 | -39
> Cc1cccc(NC2=NC(=S)N(CC#N)C23CCCCC3)c1
  -9 | 3
> COc1ccc(-c2nc(C#N)c(NCC3CCCO3)o2)cc1 (centres undefined)
  ? | -9
> O=C(Cn1c(=O)oc2ccccc21)N1CCCCC1
  -5 | 6
> O=C(NCCc1ccccc1)C1CCCN(C(=O)NC2CCCCC2)C1 (centres undefined)
  -6 | -11
> O=C(COC(=O)c1ccccc1)NCc1ccco1
  -2 | 0

Screens in order: esBAF inh | RAD54 branch
> O=C(Cn1c(=O)oc2ccccc21)N1CCN(c2ccccc2)CC1
  1 | -8
> CCCCCCCCC(=O)O
  -5 | 1
> CC(=O)Nc1ccc(S(=O)(=O)NNC(=O)COc2ccc(C(C)(C)C)cc2)cc1
  2 | -1
> COc1ccc(S(=O)(=O)N[C@@H](CC(C)C)C(=O)O)cc1
  -8 | -2
> S=c1[nH]nc(-c2cccnc2)n1/N=C/c1cccs1
  -7 | 8
> CCOC(=O)C1CCCN(C(=O)c2cc(-c3ccccc3)on2)C1 (centres undefined)
  12 | -1
> CCOc1cc(/C=C(/C#N)c2ccc(F)cc2)ccc1OCc1ccc(C(=O)O)o1
  -1 | -1
> COc1ccc(N2C(=O)CCC(C(=O)O)C2c2ccc(OC)c(OC)c2)cc1 (centres undefined)
  4 | -1
> CC1CN(CN2C(=O)c3ccccc3C2=O)CC(C)O1 (centres undefined)
  -5 | 6
> Cc1cc(C)cc(NC(=O)C2(c3ccccc3)CC2(Cl)Cl)c1 (centres undefined)
  -4 | 8
> COc1cc(-c2nc3n(n2)C(c2cccc(OC)c2OC)C2=C(CCCC2=O)N3)cc(OC)c1OC (centres undefined)
  1 | 1
> COc1cc(C(=O)N(CCc2ccccc2)C2CC3CCC(C2)N3C)cc(OC)c1OC (centres undefined)
  -1 | 2
> Cc1ccc(OCC(=O)Sc2ccc(C)cc2)cc1
  2 | -4
> CC(CCCC(C)(C)O)NCCO (centres undefined)
  -4 | -4
> CCC(C)(C)n1nnnc1C(c1ccc(Cl)cc1)N1CCN(C)CC1 (centres undefined)
  3 | 1

Screens in order: esBAF inh | RAD54 branch
> CCCCS(=O)CC(O)COc1ccc(C(C)(C)C)cc1 (centres undefined)
  -1 | 1
> O=C(Cc1ccc(-c2ccccc2)cc1)NCCN1CCOCC1
  -3 | -7
> CCOC(=O)c1ccc(NC(=O)CSc2nnc(C3CCCCC3)n2C)cc1
  13 | 3
> O=c1[nH]c2cnccc2n1-c1ccccc1
  4 | -3
> CCOC(=O)c1cnc2c(Cl)cccc2c1NCCN(C)C
  6 | 9
> COC(=O)c1c(NC(=O)c2ccccc2)sc(C(=O)c2ccccc2)c1C
  -1 | 2
> CC(C)=C(NC(=O)c1ccco1)C(=O)NCCc1nc2ccccc2[nH]1
  -1 | -2
> CCOc1cc2[nH]c(=S)n(CCC(=O)NCc3ccc(OC)cc3)c(=O)c2cc1OCC
  -1 | 2
> O=C(O)c1ccc(NCc2cccnc2)cc1
  97* | -2
> COc1ccccc1-n1c(C)nnc1SCC(=O)NCc1ccccc1
  -3 | 5
> COc1ccc(NC(=O)CSC2CC(=O)N(c3ccc4c(c3)OCCO4)C2=O)cc1 (centres undefined)
  2 | -2
> O=C(c1ccc2snnc2c1)N1CCOCC1
  7 | -4
> COc1cccc(-n2cnc3cccc(N)c32)c1
  -2 | -9
> O=C(CN1CCOCC1)Nc1nc2ccc(Br)cc2s1
  34 | 3
> O=C(CSc1nnnn1-c1cccc2ccccc12)Nc1ccc(N2CCOCC2)c(Cl)c1
  -7 | 5

Molecules from the list above that contain a thiophene ring, fused or not (6):
Screens in order: esBAF inh | RAD54 branch
> O=C(NCCNC(=O)c1cccs1)c1ccco1
  -6 | -2
> CNC(=O)c1sccc1SCc1ccc(Cl)cc1Cl
  2 | 4
> CCc1c(C(=O)NNC(=S)NCCc2ccccc2)csc1C
  7 | -3
> O=C(OCc1nc2ccccc2s1)c1ccc(Br)s1
  10 | 1
> S=c1[nH]nc(-c2cccnc2)n1/N=C/c1cccs1
  -7 | 8
> COC(=O)c1c(NC(=O)c2ccccc2)sc(C(=O)c2ccccc2)c1C
  -1 | 2

(next part)
Screens in order: esBAF inh | RAD54 branch
> COc1ccc(CC(=O)N2N=C(C)CC2(O)c2cccnc2)cc1 (centres undefined)
  2 | -8
> Cc1nnc(SCc2nnc(-c3ccc(Cl)cc3)o2)n1-c1ccccc1
  -1 | -9
> CCn1c(=O)c(C(=O)Nc2ccccc2S(N)(=O)=O)c(O)c2ccccc21
  -10 | 7
> OC1CCN(c2c3c(nc4cc(-c5ccc(Cl)cc5)nn24)CCC3)CC1
  17 | 0
> CCSc1nc2c(c(=O)n1-c1ccc(F)cc1)SCC2
  -10 | -3
> O=C(COc1ccccc1)Nc1cc(C(F)(F)F)ccc1N1CCCC1
  -6 | -7
> c1ccc2[nH]c(CSc3nnc(-c4ccncc4)o3)nc2c1
  -25 | -1
> O=C(O)c1cccc(NC(=O)C23CC4CC(C2)CC(n2cnc(Cl)n2)(C4)C3)c1
  -5 | -9
> COc1ccc(NC(=O)C(c2ccccc2)N(C)C(=O)c2cnccn2)cc1 (centres undefined)
  11 | -6
> COC(=O)C1=C(C)N(c2ccc(C)cc2)/C(=C/c2cccs2)C1=O
  -7 | 4
> N=c1n(CCN2CCCC2)c2ccccc2n1CC(O)c1ccco1 (centres undefined)
  0 | -5

Screens (PubChem)
